M1 antag – human M1 muscarinic receptor antagonists, primary screen, CHO-K1 cells, Fluo-8 calcium fluorescence, 1536-well; Muscarinic acetylcholine receptor M1 (Homo sapiens), P11229; CHO-K1 hM1, ACh EC80 antagonist; inhibition, % at 3 µM; 1.3% of 360,000 active; AID 588852, 2011;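 active = percent inhibition above its own plate's cutoff, namely the mean of that plate's compound wells plus 3 SD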;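 note: peak over basal fluorescence ratio during 140 s after agonist addition; 0% = ACh EC80 plus DMSO and 100% = DMSO alone without agonist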
CRFR2-BP ag – agonists of CRF-BP/CRF-R2 complex, primary screen, cell-based, HEK293, calcium dye fluorescence, uHTS; AID 588473, 2011; calcium dye fluorescence (FLIPR); percent of saturating CRF peptide response; activation, % at 13.2 µM; 0.46% of 350,000 active;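 active = activation of at least 50%, plus an integration ratio under a set limit after plate pattern correction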;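 note: plate controls were neutral control wells without compound for no effect and CRF at EC100 for full effect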
M5 PAM – human M5 muscarinic receptor positive allosteric modulators, primary screen, CHO-K1 cells, Fluo-8 calcium fluorescence; Muscarinic acetylcholine receptor M5 (Homo sapiens), P08912; CHO-K1 hM5, ACh EC20 PAM; 0% = ACh EC20, 100% = ACh EC100; activation, % at 3 µM; 0.3% of 360,000 active;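 active = activation above the run cutoff, the mean activation of all test compounds plus 3 SD, cut at about 18% in these data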
Target sequence (P08912 whole entry, looked up): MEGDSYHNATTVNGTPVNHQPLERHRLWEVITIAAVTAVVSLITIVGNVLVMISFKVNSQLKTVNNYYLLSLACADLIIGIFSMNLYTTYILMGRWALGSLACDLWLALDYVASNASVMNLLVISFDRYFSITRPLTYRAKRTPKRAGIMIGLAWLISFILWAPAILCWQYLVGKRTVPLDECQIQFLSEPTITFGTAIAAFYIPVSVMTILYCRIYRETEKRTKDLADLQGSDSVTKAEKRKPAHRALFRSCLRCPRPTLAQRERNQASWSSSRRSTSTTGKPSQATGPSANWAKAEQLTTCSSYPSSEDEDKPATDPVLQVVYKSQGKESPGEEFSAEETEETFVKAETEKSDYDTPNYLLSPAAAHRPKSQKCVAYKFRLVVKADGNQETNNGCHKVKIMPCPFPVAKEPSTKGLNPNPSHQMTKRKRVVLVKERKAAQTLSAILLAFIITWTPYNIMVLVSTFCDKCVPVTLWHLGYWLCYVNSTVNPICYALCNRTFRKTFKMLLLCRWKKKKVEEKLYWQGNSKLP
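System: CHO-K1 hM5 cells. Reagent: acetylcholine, EC20 level. Compound dosing: single dose, 3 µM nominal final test concentration. Timing: Post-acetylcholine fluorescence recording 140 s. Detection: Fluo-8 calcium fluorescence. Read-out: % activation, ACh-normalized. Benchmarks: ACh EC20 and EC100 wells. Repeats: singlicate, one well per test compound.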
M4 ag – human M4 muscarinic receptor agonists, primary screen, CHO-K1 cells, Fluo-8 calcium fluorescence. AID 624127, 2012. Muscarinic acetylcholine receptor M4 (Homo sapiens), P08173. CHO-K1 hM4/Gqi5; vehicle 0%, full acetylcholine response 100%. activation, % at 3 µM. 0.14% of 360,000 active;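 active = activation above the run mean over all test wells plus 3 SD, cut at about 32% in these data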;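 note: peak over basal fluorescence ratio per well then scaled between controls; 0% = DMSO wells and 100% = acetylcholine at EC100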
Target sequence (P08173 whole entry, looked up): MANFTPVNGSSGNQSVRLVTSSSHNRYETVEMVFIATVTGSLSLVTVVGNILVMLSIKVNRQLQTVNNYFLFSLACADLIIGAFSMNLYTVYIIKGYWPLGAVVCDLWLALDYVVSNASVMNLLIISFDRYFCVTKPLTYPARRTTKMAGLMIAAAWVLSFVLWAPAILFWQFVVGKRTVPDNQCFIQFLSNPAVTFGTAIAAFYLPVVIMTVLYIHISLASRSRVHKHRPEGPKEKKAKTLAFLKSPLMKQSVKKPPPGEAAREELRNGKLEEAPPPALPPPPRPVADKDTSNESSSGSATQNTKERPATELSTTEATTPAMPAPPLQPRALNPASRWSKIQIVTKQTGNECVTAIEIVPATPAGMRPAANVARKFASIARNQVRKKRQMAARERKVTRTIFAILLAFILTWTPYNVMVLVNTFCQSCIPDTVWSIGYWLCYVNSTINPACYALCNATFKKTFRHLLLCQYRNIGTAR
M5 ag – human M5 muscarinic receptor agonists, primary screen, CHO-K1 cells, Fluo-8 calcium fluorescence. Muscarinic acetylcholine receptor M5 (Homo sapiens), P08912. CHO-K1 hM5 cells; 0% DMSO wells, 100% maximal acetylcholine response. activation, % at 3 µM. 0.19% of 360,000 active;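 active = activation above the run's mean over test compounds plus 3 SD, cut at about 23% in these data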;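 note: signal is peak over basal fluorescence ratio across the kinetic read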
M4 PAM – human M4 muscarinic receptor positive allosteric modulators, primary screen, CHO-K1 cells, Fluo-8 calcium fluorescence; CHO-K1 hM4/Gqi5, ACh EC20; 0% = ACh EC20, 100% = maximal ACh; activation, % at 3 µM; 0.4% of 360,000 active; AID 624126, 2012;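 active = activation above its plate's cutoff, the mean activation of sample wells plus 3 SD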; note: some results filed as inactive read as strong as hits
CHRM5 antagonist – human M5 muscarinic receptor antagonists, primary screen, CHO cells, Fluo-8 calcium fluorescence | Muscarinic acetylcholine receptor M5 (Homo sapiens), P08912 | CHO-hM5 cells, ACh EC80 | inhibition, % at 3 µM | 0.59% of 360,000 active | AID 624040, 2012;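 active = inhibition above a per-plate cutoff, the mean of that plate's test compounds plus 3 SD, cut at about 27% in these data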;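 note: 0% = acetylcholine EC80 with DMSO and 100% = DMSO without agonist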
M4 antag – human M4 muscarinic receptor antagonists, primary screen, CHO cells, Fluo-8 calcium fluorescence. Muscarinic acetylcholine receptor M4 (Homo sapiens), P08173. CHO-hM4 cells, ACh EC80. inhibition, % at 3 µM. 0.73% of 360,000 active. AID 624125, 2012;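 active = inhibition above its plate's cutoff, the mean inhibition of sample wells plus 3 SD, cut at about 27% in these data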;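 note: 0% = acetylcholine EC80 with DMSO and 100% = DMSO without agonist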
M1 PAM – human M1 muscarinic receptor positive allosteric modulators, primary screen, CHO-K1 cells, Fluo-8 calcium fluorescence, 1536-well; Muscarinic acetylcholine receptor M1 (Homo sapiens), P11229; 0.088% of 360,000 active; activation, % at 3 µM; CHO-K1 hM1, ACh EC20; 0% = ACh EC20, 100% = maximal ACh; AID 588819, 2011; in the data active = activation above about 19%, passing the limit was not always enough
* hit, by the source's call; / = not tested or not shown.

SMILES | M1 antag | CRFR2-BP ag | M5 PAM | M4 ag | M5 ag | M4 PAM | CHRM5 antagonist | M4 antag | M1 PAM
COC(=O)c1c(NC(=O)C2CC=CCC2C(=O)O)sc2c1CCCCC2 (stereo not drawn) | -4 | 0.5 | 2 | 1 | -3 | -5 | 4 | 2 | 8
CCN1C[C@@H]2[C@@H]3C(=O)N(C)C(=O)[C@@H]3[C@](Cc3ccccc3)(C1=O)N2C(=O)c1ccccc1 | 3 | -0.5 | 3 | 1 | 4 | 7 | -4 | -5 | 0
CC(C)(C)c1ccc(-n2ncc3c2CCCC3NC(=O)c2csnn2)cc1 (stereo not drawn) | -4 | -0.5 | 1 | 1 | -5 | 2 | 9 | -4 | 5
O=C(COc1ccc(Br)cc1)N(Cc1nnc(-c2ccccc2Cl)o1)C1CC1 | 37* | -1.4 | -8 | 13 | -1 | -5 | 0 | -19 | -23
COc1ccc(NC(=O)N(C)C[C@H]2Oc3ccc(NC(=O)C4CCCCC4)cc3C(=O)N([C@H](C)CO)C[C@@H]2C)cc1 | 6 | -0.2 | 6 | 1 | 2 | 2 | 0 | 5 | 1
COc1ccc(NCc2nnc(SCC#N)n2-c2ccccc2OC)cc1 | -4 | -1.6 | -1 | 1 | -1 | -2 | 2 | 1 | 5
CC(C)(C)c1ccc(S(=O)(=O)N2CCCC2C(=O)NC2=NCCS2)cc1 (stereo not drawn) | 6 | -0.4 | -2 | 5 | 0 | -6 | 0 | -6 | -6
O=C(c1ccccc1)N1CCSc2sccc2C1=O | 10 | 0.6 | 1 | 3 | 0 | -15 | 7 | 15 | -3
Cc1cccc(NC(=O)C(C)OC(=O)c2ccccc2NS(=O)(=O)c2cc(C)c(C)c([N+](=O)[O-])c2)c1 (stereo not drawn) | 14 | 5.2 | -10 | 5 | -3 | -8 | 15 | 1 | -3
COc1ccccc1/C=C/C(=O)Nc1cccnc1 | -12 | -0.4 | 6 | 1 | 2 | -4 | 5 | -5 | 8
CN(CC(=O)Nc1ccccc1Cl)C(=O)COC(=O)c1ccc(S(=O)(=O)C(F)F)cc1 | 6 | -0.5 | -1 | 7 | 9 | -4 | -8 | -10 | 17
N=c1n(N)c2ccccc2n1CC(=O)c1ccc(Br)cc1 | 3 | 1.7 | 1 | 0 | -17 | -8 | 20 | 14 | -9
CCOC(=O)CN(C(=O)COc1nc(-c2ccccc2)cc(C)c1C#N)c1ccc(F)cc1 | -5 | 3.4 | 6 | 0 | -1 | -5 | -5 | -10 | 9
CCc1ccccc1NC(=O)CN(C)C(=O)CSc1nnc(Nc2cccc(C)c2C)s1 | 11 | 1.6 | -5 | 8 | -1 | -2 | 3 | -5 | -3
O=[N+]([O-])c1ccc(CN2CCN(c3ccccc3)CC2)o1 | -5 | -0.1 | 2 | 1 | 3 | 1 | -15 | 2 | 0
CCCCN(c1ccccc1)S(=O)(=O)c1ccc2c(c1)CCN2C(=O)CCC(=O)O | -12 | -2.7 | 11 | -1 | -1 | 6 | 0 | -7 | 14
COC(=O)CC/C(O)=C1\C(=O)CC(C)(C)CC1=NCCc1nc2ccccc2[nH]1 | -8 | -1.3 | -1 | 2 | -3 | 0 | 0 | 1 | 5
COc1ccccc1C(=O)COC(=O)Cc1ccccc1F | -8 | -0.5 | -3 | 0 | -3 | 2 | 12 | -6 | 3
CC1(C(=O)NCc2ccc3c(c2)OCO3)CCN1C(=O)Cc1ccc(Cl)cc1Cl (stereo not drawn) | -15 | / | -4 | 3 | -1 | 5 | -6 | -8 | -2
CC(C)CC(O)(CC(C)C)C(=O)NNc1ccccc1 | -16 | -1.1 | -4 | 0 | 0 | 0 | -3 | 1 | 7
Cc1ccc(S(=O)(=O)n2cnc3cc([N+](=O)[O-])ccc32)c(C)c1C | 13 | -1.4 | -2 | 0 | 1 | 4 | 4 | 0 | -8
COCCn1nnnc1C(C(C)C)N(Cc1ccccc1)Cc1cc2cc(OC)ccc2[nH]c1=O (stereo not drawn) | -31 | 0.0 | -7 | 1 | -5 | 0 | -5 | -1 | 5
COC(=O)C(=Nc1ccccc1)/C(C(=O)C(=O)N(C)c1ccccc1)=C(\O)c1ccccc1 | -3 | -4.2 | 0 | 0 | -2 | -16 | 16 | 5 | 5
CCN(CC)S(=O)(=O)c1ccc(N=Cc2c(C)c(C#N)c(=O)n(C)c2O)cc1 | -8 | 0.6 | -3 | 1 | 0 | -1 | 1 | -5 | 4
CC(C)(C)c1ccc(C(=O)N/C(=C\c2cccs2)C(=O)N2CCOCC2)cc1 | -12 | -2.5 | 8 | 13 | 3 | 4 | -6 | -36 | 6
COc1ccc(/C(O)=C2\C(=O)C(=O)N(c3cc(C)on3)C2c2ccccc2OC)cc1 (stereo not drawn) | -11 | 2.1 | 12 | -1 | -2 | 2 | -9 | 8 | 3
CC(=O)Nc1cccc(NC(=O)c2cc(-c3cccnc3)nc3ccc(Cl)cc23)c1 | 32 | -0.7 | -21 | 23 | -3 | -17 | 19 | 15 | -13
NC(=O)c1nnsc1-c1ccc(-c2snnc2C(N)=O)cc1 | -4 | -1.1 | -1 | 2 | -2 | 4 | 3 | 2 | 3
Cc1cc(C)n(C(=O)C(C)N2C(=O)c3ccccc3C2=O)n1 (stereo not drawn) | -10 | 0.4 | -4 | -1 | -3 | 2 | -6 | 0 | 8
CN(CC(=O)NCc1ccccn1)S(=O)(=O)c1ccc(F)cc1 | 1 | 2.0 | 3 | 1 | -2 | -3 | 4 | -12 | 6
CCOc1ccc(NC(=O)c2cc3ccccc3cc2O)cc1 | -10 | 7.0 | 4 | 3 | 0 | 0 | -3 | -6 | 15
Cc1ccc(C(=O)c2c(NC(=O)c3ccncc3)sc3c2CCCC3)cc1 | 2 | -0.8 | 5 | 0 | 2 | 9 | -4 | 7 | -7
CCN(CC)S(=O)(=O)N1CCC(C(=O)NCc2ccc3c(c2)OCO3)CC1 | 11 | 0.5 | -2 | 0 | -2 | -1 | 0 | 3 | -5
Cc1ccc(NC(=O)c2cnc(SCC(=O)NCC3CCCO3)n(C)c2=O)cc1C (stereo not drawn) | -3 | 0.3 | -5 | 2 | 5 | 7 | 6 | 12 | 5
O=C(Cc1cccs1)Nc1cccc(-c2nnc(-c3ccco3)o2)c1 | 8 | 16 | -10 | 8 | 0 | -10 | 5 | 6 | -6
COc1ccc(NC(=O)C2CCCN(C(=O)Nc3ccc(F)cc3)C2)cc1 (stereo not drawn) | -10 | 0.1 | 10 | 0 | -4 | -1 | -7 | 5 | 8
C=CCNC(=S)Nc1cccc([N+](=O)[O-])c1 | -8 | 3.8 | -7 | 5 | 3 | 2 | 5 | -17 | 1
Cn1c(N)c(C(=O)CSc2nnc3n2CCCCC3)c(=O)n(C)c1=O | 3 | -0.7 | -2 | 0 | -1 | 5 | 8 | 0 | 1
COc1ccc(C2=NOC(C(=O)N3CCCc4ccccc43)C2)cc1 (stereo not drawn) | 1 | 0.4 | -11 | 5 | 0 | 0 | 0 | 6 | -5
CCN(C(=O)c1cccc(S(=O)(=O)N2CCCCC2)c1)C1CCS(=O)(=O)C1 (stereo not drawn) | -5 | 6.6 | 7 | 0 | 1 | -2 | 1 | 9 | 5
COc1ccc(CN(C)S(=O)(=O)c2nnc(NC(=O)c3ccccc3)s2)cc1OC | -9 | -0.1 | -1 | -1 | -2 | 0 | 2 | -5 | 4
Cc1ccc(NC(=O)COC(=O)Cc2c[nH]c3ccccc23)cc1F | -2 | 0.9 | -5 | 4 | 3 | -4 | 2 | 4 | 0
O=C(NCc1ccc(F)cc1)c1cnc2n(c1=O)CCS2 | 3 | 0.0 | 0 | 1 | 1 | -6 | 2 | 2 | 2
NCCCCCc1nnc(SCC(N)=O)o1 | 7 | -0.5 | -1 | 1 | 0 | -3 | 17 | -3 | -1
CCCCn1c(N)c(N(C)C(=O)c2cc3c(s2)CCCCC3)c(=O)[nH]c1=O | -5 | -0.4 | 4 | 5 | 1 | 2 | -2 | 2 | 9

By substructure: the entries above containing a halogen.
SMILES | M1 antag | CRFR2-BP ag | M5 PAM | M4 ag | M5 ag | M4 PAM | CHRM5 antagonist | M4 antag | M1 PAM
O=C(COc1ccc(Br)cc1)N(Cc1nnc(-c2ccccc2Cl)o1)C1CC1 | 37* | -1.4 | -8 | 13 | -1 | -5 | 0 | -19 | -23
CN(CC(=O)Nc1ccccc1Cl)C(=O)COC(=O)c1ccc(S(=O)(=O)C(F)F)cc1 | 6 | -0.5 | -1 | 7 | 9 | -4 | -8 | -10 | 17
N=c1n(N)c2ccccc2n1CC(=O)c1ccc(Br)cc1 | 3 | 1.7 | 1 | 0 | -17 | -8 | 20 | 14 | -9
CCOC(=O)CN(C(=O)COc1nc(-c2ccccc2)cc(C)c1C#N)c1ccc(F)cc1 | -5 | 3.4 | 6 | 0 | -1 | -5 | -5 | -10 | 9
COc1ccccc1C(=O)COC(=O)Cc1ccccc1F | -8 | -0.5 | -3 | 0 | -3 | 2 | 12 | -6 | 3
CC1(C(=O)NCc2ccc3c(c2)OCO3)CCN1C(=O)Cc1ccc(Cl)cc1Cl (stereo not drawn) | -15 | / | -4 | 3 | -1 | 5 | -6 | -8 | -2
CC(=O)Nc1cccc(NC(=O)c2cc(-c3cccnc3)nc3ccc(Cl)cc23)c1 | 32 | -0.7 | -21 | 23 | -3 | -17 | 19 | 15 | -13
CN(CC(=O)NCc1ccccn1)S(=O)(=O)c1ccc(F)cc1 | 1 | 2.0 | 3 | 1 | -2 | -3 | 4 | -12 | 6
COc1ccc(NC(=O)C2CCCN(C(=O)Nc3ccc(F)cc3)C2)cc1 (stereo not drawn) | -10 | 0.1 | 10 | 0 | -4 | -1 | -7 | 5 | 8
Cc1ccc(NC(=O)COC(=O)Cc2c[nH]c3ccccc23)cc1F | -2 | 0.9 | -5 | 4 | 3 | -4 | 2 | 4 | 0
O=C(NCc1ccc(F)cc1)c1cnc2n(c1=O)CCS2 | 3 | 0.0 | 0 | 1 | 1 | -6 | 2 | 2 | 2

Rows are unselected. About 2.8% of those tested had a hit in this group.
